High-throughput results (PubChem BioAssay)
MBNL1-CUG inh – blocks human MBNL1 binding to CUG repeat RNA; 0.036% of 280,000 active; AID 2675; Q9NR56; TR-FRET MBNL1-His/biotin-(CUG)12 binding, 665/545 ratio; Potency, µM (doses to about 57.5 µM), for inactives: at the highest dose activity change, negative = inhibition, hits mostly inhibitors; active = well fitted inhibition curve with a large enough effect in the signal ratio, with a control signal flat, not every such curve was filed as active; inconclusive = small, poorly fitted or top-dose-only effect, or effect the other way, or a change in a side signal; inactive = no such curve, though single readings can be large or run the other way; the % refers to the signal ratio; also: potency is read from the fitted curve at half-maximal effect; % is scaled to controls: 0 for no effect and ±100 for the full control effect
Target sequence (Q9NR56 whole entry, looked up): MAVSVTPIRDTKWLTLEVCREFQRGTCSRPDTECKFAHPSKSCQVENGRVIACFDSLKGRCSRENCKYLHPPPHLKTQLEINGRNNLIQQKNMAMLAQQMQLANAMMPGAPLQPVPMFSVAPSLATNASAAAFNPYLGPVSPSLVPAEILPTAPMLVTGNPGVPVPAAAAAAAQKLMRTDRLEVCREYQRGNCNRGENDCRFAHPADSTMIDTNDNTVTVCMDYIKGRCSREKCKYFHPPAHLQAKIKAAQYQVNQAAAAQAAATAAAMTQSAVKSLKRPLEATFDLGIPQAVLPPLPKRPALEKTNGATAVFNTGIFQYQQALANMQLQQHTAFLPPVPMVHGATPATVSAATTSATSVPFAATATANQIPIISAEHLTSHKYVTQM
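TR-FRET readout: Ex 340 nm, 665/545 nm emission ratio, normalized to buffer-only (basal) and MBNL1-(CUG)12 controls. Complex of MBNL1-His with Biotin-(CUG)12, compounds 92 nM–58 uM, incubated 60 min at room temperature.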
Integrin act MD – activates integrin-mediated alleviation for muscular dystrophy; alpha7betagal myoblasts, beta-gal FDG fluorescence, 48 h; Potency, µM (doses to about 38.3 µM), inactives show at the highest dose activation, usual class: activators; 0.064% of 350,000 active;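 also: potency is read from the fitted curve at half-maximal effect; 100% = response of the positive control SU9516; nearly all actives have a fitted effect of over 60% in size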
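Alpha7betagal+/- myoblasts (passage 13) were plated 16-24 hr, then exposed to compounds (1:260 dilution of DMSO stock) for 48 hours at 37C. After MPER lysis, β-galactosidase reporter activity was read as FDG fluorescence (ex 480/em 540) after 30 minutes.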
TRPV1 ag – human TRPV1 agonism. AID 540275. TRPV1-expressing cells, Fluo-8 calcium influx, agonist mode. activation, % at 8.33 µM. 0.19% of 320,000 active; in the data active = activation above about 80%; inconclusive = between about 30% and that limit; also: 0% is about no effect
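Cells expressing TRPV1 were dye-loaded with Fluo-8 and read kinetically: 10 s baseline, 3 min after compound (agonist portion), then 2 min after EC20 capsaicin (allosteric enhancer portion). Calcium-bound dye fluorescence at 480/520 nm.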
KCNH2 3.1 inh – KCNH2 3.1 (human) potassium channel inhibition; 0.95% of 340,000 active; AID 720553; U2OS KCNH2 3.1, thallium flux FluxOr; hits give low values; activity change, % (tested at about 1.8 µM);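 active = maximum activity change below -70%; inconclusive = maximum activity change from -70% to -50%; inactive = maximum activity change above -50%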;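 also: thallium influx rate constant from kinetic fluorescence after stimulation buffer; % is scaled to controls: 0 for no effect and ±100 for the full control effect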
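Thallium flux via FluxOr fluorescence (Red40 quencher, 45 min loading) in U2OS cells virally expressing the KCNH2 3.1 isoform (1.77 x 10^8 /mL virus, overnight at 37 C). Rate constants from 2-min kinetic reads post-stimulation, normalised to positive and negative controls.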
GALK inh – galactokinase (human) inhibition; Potency, µM (doses to about 57.5 µM), without a hit: at the top dose activity change, negative = inhibition, hits mostly inhibitors; 0.007% of 270,000 active; Purified GALK, Kinase-Glo residual ATP luminescence; P51570; also: potency is read from the fitted curve at half-maximal effect; % is scaled to controls: 0 for no effect and ±100 for the full control effect
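Galactose (100 uM) and ATP (35 uM) were turned over by 5 nM GALK for 1 h at RT. Kinase-Glo Plus then converted the remaining ATP into a luminescent signal.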
KCNH2 WT inh – KCNH2 (human, wildtype) channel inhibition. 0.37% of 340,000 active. U2OS, BacMam KCNH2, thallium flux FluxOr; hits give low values. activity change, % at 1.84 µM. AID 720551. Q12809;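 active = maximum activity change below -70%; inconclusive = maximum activity change between -70% and -50%; inactive = maximum activity change above -50%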; also: % is scaled to controls: 0 for no effect and ±100 for the full control effect
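U2OS cells were transduced with wild-type KCNH2 virus (2.03 x 10^8 / mL) for 4 h at room temperature, then cultured overnight at 37 C. Thallium flux was read with FluxOr dye. Rate constants were normalized to DMSO controls.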
CXXC DNA block – inhibitors of human MLL CXXC domain-DNA interaction; AID 2662; Q03164; Potency, µM (top dose mostly 115 µM), for the others: top-dose activity change, negative = inhibition, most hits filed as inhibitors; MLL-CXXC / FITC-HOXA9 DNA fluorescence polarization; 0.037% of 290,000 active; active = well fitted inhibition curve with a large enough effect in the polarisation, with a control signal flat, not every such curve was filed as active; inconclusive = small, poorly fitted or top-dose-only effect, or effect the other way, or a change in a side signal; inactive = no such curve, though single readings can be large or run the other way; the % refers to the polarisation; also: potency is read from the fitted curve at half-maximal effect
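Fluorescence polarization: 7 uM MLL-CXXC (stock) preincubated 5 min with compounds, then 50 nM fluorescein-HOX-A9 DNA (stock) added; 30 min ambient. Buffer 50 mM Tris-HCl pH 7.5, 50 mM NaCl, 1 mM DTT, 0.05% BSA.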
S-ASM inh – inhibitors of human secretory acid sphingomyelinase. P17405. placental ASM, HMU-PC fluorogenic substrate, 60 min. Potency, µM (titrated, usually from 57.5 µM), for inactives: top-dose activity change, negative = inhibition, usual class: inhibitors. 0.006% of 340,000 active. AID 504937; also: potency is read from the fitted curve at half-maximal effect
Target sequence (P17405 47-631 limits assumed): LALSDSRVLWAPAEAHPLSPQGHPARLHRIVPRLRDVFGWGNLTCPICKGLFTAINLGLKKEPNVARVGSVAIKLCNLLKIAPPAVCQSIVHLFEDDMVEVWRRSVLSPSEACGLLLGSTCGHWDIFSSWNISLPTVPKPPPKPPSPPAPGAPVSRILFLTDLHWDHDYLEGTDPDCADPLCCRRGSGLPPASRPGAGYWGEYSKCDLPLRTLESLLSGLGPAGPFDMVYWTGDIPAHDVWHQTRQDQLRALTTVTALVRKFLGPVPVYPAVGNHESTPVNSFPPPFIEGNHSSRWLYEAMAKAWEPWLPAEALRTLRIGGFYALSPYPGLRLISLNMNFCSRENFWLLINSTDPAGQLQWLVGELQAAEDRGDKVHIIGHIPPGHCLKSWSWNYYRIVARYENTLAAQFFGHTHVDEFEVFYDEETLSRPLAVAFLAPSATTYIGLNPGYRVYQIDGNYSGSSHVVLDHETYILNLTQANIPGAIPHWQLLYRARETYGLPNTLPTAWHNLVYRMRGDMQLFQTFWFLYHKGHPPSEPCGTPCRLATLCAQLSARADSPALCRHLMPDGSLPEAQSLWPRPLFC
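Fluorogenic HMU-PC substrate (9 uM final) is turned over by placental ASM in 60 min at 37 C after a 10 min compound preincubation. Reaction ended by alkaline stop (pH 10), with fluorescence read at 386/447 nm.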
AT treatment – candidate therapy for ataxia-telangiectasia | 0.19% of 320,000 active | […] A-T fibroblasts, KAP-1 phosphorylation AlphaLISA; neocarzinostatin DNA damage 30 min before lysis | Potency, µM (series often up to 57.5 µM), for inactives: at the top dose activation, usual class: activators; also: potency is read from the fitted curve at half-maximal effect; % of control where 0% means no effect; nearly all actives have a fitted effect of over 45% in size
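ATM-like activity read as KAP-1 phosphorylation via AlphaLISA donor/acceptor antibody pairs after lysis and 6 hr at 25C. Cells were ATM-null patient fibroblasts ([…], hTERT), dosed 60 min, then exposed to the DSB inducer NCS for 30 min.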
FBPA coupling cs – inhibits coupling enzyme system, counter-screen for aldolase hits; coupling enzyme system counterscreen, AmpLite Red fluorescence; activity change, negative = inhibition, % at 58.2 µM, hits read low; 0.67% of 290,000 active; AID 2472; in the data active = activity change below about -30%; also: % is scaled to controls: 0 for no effect and ±100 for the full control effect
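Activity here indicates interference with the coupling reaction, not aldolase inhibition. Compounds at 57.5 uM final met coupling enzymes for 10 min at RT; substrate and AmpLite Red detection followed, with a 525/598 nm fluorescence read after 20 min.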
* hit, by the source's call; [ ] = remark or other dose. Unless noted, calls follow the shape of the dose curve; as a rule, active = well fitted curve in the direction sought with a large enough effect; inconclusive = small, poorly fitted or top-dose-only effect, or another doubt; inactive = no such curve, though single readings can be large; an effect the other way counts as inactive or inconclusive. Hits appear at their usual frequency. Share with any hit: about 2%.

What do the screens show for `CC(=O)Nc1ccc(NC(=O)C(C)OC(=O)CC2CCCCC2)cc1` (configuration not stated)?
Integrin act MD: -3%; TRPV1 ag: 14; KCNH2 3.1 inh: -8; KCNH2 WT inh: 1; S-ASM inh: 0%; AT treatment: 0%

Results for N=C1C(c2ccccc2)=C(O)CN1c1cccc(S(=O)(=O)NCc2ccco2)c1 ?
MBNL1-CUG inh: 2%; Integrin act MD: -15%; TRPV1 ag: -4; KCNH2 3.1 inh: -11; GALK inh: 1%; KCNH2 WT inh: -5; CXXC DNA block: 3%; S-ASM inh: 4%; AT treatment: 12%; FBPA coupling cs: 2

What do the screens show for `O=C(COc1ccccc1-c1ccccc1)N/N=C/c1cccnc1`?
MBNL1-CUG inh: 21%; Integrin act MD: inconclusive; TRPV1 ag: inconclusive; KCNH2 3.1 inh: -4; GALK inh: 2%; KCNH2 WT inh: 13; CXXC DNA block: 15%; S-ASM inh: -1%; AT treatment: 1%; FBPA coupling cs: 1

How did CN(C)/C=N/c1cnc(C(=O)c2ccc(Cl)cc2)n1C do in these assays?
MBNL1-CUG inh: inconclusive; Integrin act MD: 12%; TRPV1 ag: 0; KCNH2 3.1 inh: -3; GALK inh: 4%; KCNH2 WT inh: -7; CXXC DNA block: -1%; S-ASM inh: -8%; AT treatment: 3%; FBPA coupling cs: -6

What do the screens show for `Cc1sc2nc(SCC(=O)Nc3ccc(Cl)c(C(=O)O)c3)[nH]c(=O)c2c1C`?
Integrin act MD: 5%; KCNH2 3.1 inh: 5; KCNH2 WT inh: 0; S-ASM inh: 0%

Results for O=C(COc1ccccc1Cl)NC(=S)Nc1ccc(CN2CCOCC2)cc1 ?
MBNL1-CUG inh: 1%[11.5 µM]; Integrin act MD: 8%; TRPV1 ag: 0; KCNH2 3.1 inh: inconclusive; KCNH2 WT inh: 66; CXXC DNA block: 10%; S-ASM inh: -2%; AT treatment: 3%; FBPA coupling cs: 2

How did COc1ccc(S(=O)(=O)N2CCN(c3ccc4nnc(-c5ccccc5)n4n3)CC2)cc1 do in these assays?
MBNL1-CUG inh: 4%; Integrin act MD: 0%; TRPV1 ag: 1; KCNH2 3.1 inh: -22; GALK inh: 0%; KCNH2 WT inh: 6; CXXC DNA block: 1%; S-ASM inh: -6%; AT treatment: -3%; FBPA coupling cs: -1

What do the screens show for `COc1cccc(NC(=O)C2CCCN2C(=O)Nc2cccc(F)c2)c1` (configuration not stated)?
MBNL1-CUG inh: -5%; Integrin act MD: 3%; TRPV1 ag: -1; KCNH2 3.1 inh: -7; GALK inh: -6%; KCNH2 WT inh: -6; CXXC DNA block: -11%; S-ASM inh: 0%; AT treatment: -3%; FBPA coupling cs: 1

Results for CCOC(=O)/C(=C\c1ccc(OC)c(OC)c1)C(=O)c1cccnc1 ?
MBNL1-CUG inh: 1%; Integrin act MD: 4%; TRPV1 ag: -3; KCNH2 3.1 inh: 5; GALK inh: -2%; KCNH2 WT inh: 15; CXXC DNA block: 20%; S-ASM inh: -2%; AT treatment: -2%; FBPA coupling cs: 3

Results for O=C(COc1ccc(-c2ccccc2)cc1)N/N=C/c1cc(O)ccc1Br ?
Integrin act MD: 9%; TRPV1 ag: -3; KCNH2 3.1 inh: -40; GALK inh: 0%; KCNH2 WT inh: -9; CXXC DNA block: 0%; S-ASM inh: -24%; AT treatment: -2%; FBPA coupling cs: -2

How did CCOc1ncccc1C(=O)Nc1cccc(-n2cnnn2)c1C do in these assays?
Integrin act MD: 7%; KCNH2 3.1 inh: -23; KCNH2 WT inh: -11; S-ASM inh: 0%; AT treatment: 7%

How did Cc1cc(C)cc(CC(Cc2nc3ccccc3[nH]2)c2nc3ccccc3[nH]2)c1 (configuration not stated) do in these assays?
MBNL1-CUG inh: -4%; Integrin act MD: -64%[inhibitor]; TRPV1 ag: 20; KCNH2 3.1 inh: -2; GALK inh: 3%; KCNH2 WT inh: 7; CXXC DNA block: 49%[activator]; S-ASM inh: 0%; AT treatment: 3%; FBPA coupling cs: -4

How did c1csc(Cc2nc3ccccc3[nH]2)c1 do in these assays?
MBNL1-CUG inh: 7%; Integrin act MD: -5%; TRPV1 ag: 2; KCNH2 3.1 inh: -15; GALK inh: 2%; KCNH2 WT inh: 2; CXXC DNA block: -8%; S-ASM inh: 1%; AT treatment: -8%; FBPA coupling cs: 2

What do the screens show for `C=CCNC(=S)/N=c1/ccccn1CC`?
MBNL1-CUG inh: -1%; Integrin act MD: 3%; TRPV1 ag: -4; KCNH2 3.1 inh: 6; GALK inh: -1%; KCNH2 WT inh: -11; CXXC DNA block: -13%; S-ASM inh: 3%; AT treatment: -4%; FBPA coupling cs: 5

How did Cc1c(O)ccc(C(=O)CN2CCN(c3ccccc3F)CC2)c1O do in these assays?
MBNL1-CUG inh: 7%; Integrin act MD: -17%; TRPV1 ag: -2; KCNH2 3.1 inh: -46; GALK inh: 4%; KCNH2 WT inh: -13; CXXC DNA block: -13%; S-ASM inh: 0%; AT treatment: -2%; FBPA coupling cs: 1

How did O=C(O)[C@H](CSCc1ccccc1)NS(=O)(=O)c1ccc(F)cc1 do in these assays?
MBNL1-CUG inh: -11%; Integrin act MD: -7%; TRPV1 ag: 4; KCNH2 3.1 inh: 8; GALK inh: 0%; KCNH2 WT inh: 3; CXXC DNA block: 4%; S-ASM inh: 6%; AT treatment: 2%; FBPA coupling cs: 3

Results for O=C1CC(c2ccccc2)CC(O)=C1C=NC1CCCCCC1 (configuration not stated) ?
MBNL1-CUG inh: -9%; Integrin act MD: 22%; TRPV1 ag: -2; KCNH2 3.1 inh: -7; GALK inh: -2%; KCNH2 WT inh: -5; CXXC DNA block: 1%; S-ASM inh: -2%; AT treatment: 9%; FBPA coupling cs: -3

What do the screens show for `O=C(CCNS(=O)(=O)c1cccs1)N1CCN(c2cccc(C(F)(F)F)c2)CC1`?
Integrin act MD: -10%; TRPV1 ag: -1; KCNH2 3.1 inh: 6; KCNH2 WT inh: 7; S-ASM inh: -1%; AT treatment: -5%

What do the screens show for `O=C(CSc1ccsc1[N+](=O)[O-])NC1CCCC1`?
MBNL1-CUG inh: inconclusive; Integrin act MD: -45%[inhibitor]; TRPV1 ag: 0; KCNH2 3.1 inh: -21; GALK inh: -1%; KCNH2 WT inh: 13; CXXC DNA block: -4%; S-ASM inh: -7%; AT treatment: 1%; FBPA coupling cs: 0

What do the screens show for `O=C(C[n+]1ccc(/C=N/O)cc1)NC1CCCCC1`?
MBNL1-CUG inh: inconclusive; Integrin act MD: 15%; TRPV1 ag: 6; KCNH2 3.1 inh: 24; GALK inh: 5%; KCNH2 WT inh: 2; CXXC DNA block: 7%; S-ASM inh: 4%; AT treatment: -3%; FBPA coupling cs: 0

What do the screens show for `CCC1(C)Cc2c(sc3nc(SCC(=O)O)[nH]c(=O)c23)CO1` (configuration not stated)?
MBNL1-CUG inh: 1%; Integrin act MD: 12%; TRPV1 ag: -2; KCNH2 3.1 inh: 5; GALK inh: 0%; KCNH2 WT inh: 4; CXXC DNA block: -3%; S-ASM inh: 5%; AT treatment: 6%; FBPA coupling cs: 13

What do the screens show for `O=C(NNc1ccc(Cl)cc1)c1cccs1`?
MBNL1-CUG inh: -16%; Integrin act MD: -1%; TRPV1 ag: 4; KCNH2 3.1 inh: 0; KCNH2 WT inh: -3; CXXC DNA block: -2%; S-ASM inh: 2%; AT treatment: 0%; FBPA coupling cs: -1

How did CC(OC(=O)CCCN=C1NS(=O)(=O)c2ccccc21)C(=O)c1ccccc1 (configuration not stated) do in these assays?
Integrin act MD: 0%; TRPV1 ag: inconclusive; KCNH2 3.1 inh: 3; KCNH2 WT inh: -6; AT treatment: -4%

How did COc1ccc(S(=O)(=O)NCc2ccccn2)cc1NC(=O)c1ccc(C)cc1 do in these assays?
Integrin act MD: -26%; TRPV1 ag: 25; KCNH2 3.1 inh: -3; KCNH2 WT inh: -1; S-ASM inh: 8%; AT treatment: 5%

What do the screens show for `O=C(O)c1ccccc1SCc1cn2cc(Cl)ccc2n1`?
MBNL1-CUG inh: 4%; Integrin act MD: 6%; TRPV1 ag: -4; KCNH2 3.1 inh: 8; GALK inh: 0%; KCNH2 WT inh: inactive; CXXC DNA block: 9%; S-ASM inh: 1%; AT treatment: 4%; FBPA coupling cs: 2

How did CCn1c(SCC(=O)NCC2CCCO2)nc2c(c1=O)SC(C)C2 (configuration not stated) do in these assays?
MBNL1-CUG inh: 6%; Integrin act MD: 12%; TRPV1 ag: -2; KCNH2 3.1 inh: 1; GALK inh: 0%; KCNH2 WT inh: -13; CXXC DNA block: 22%; S-ASM inh: -1%; AT treatment: 4%; FBPA coupling cs: 0
